# Assay outcomes as filed in PubChem BioAssay.
# Furin inh: human furin inhibitors, primary screen, biochemical, fluorescence intensity. P09958. purified furin, fluorogenic substrate cleavage. inhibition, % at 30 µM. 220,000 compounds, 0.061% hits; in the data active = inhibition above about 25%; note: inactives centre near -15
# p97 ATPase inh: inhibitors of human p97 ATPase, primary screen, biochemical. Transitional endoplasmic reticulum ATPase (Homo sapiens), P55072. recombinant p97 ATPase, Kinase-Glo ATP luminescence, 3 h. inhibition, % at 8 µM. 220,000 compounds, 0.42% hits. AID 1481, 2009; in the data active = inhibition above about 15%;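 note: 0% = DMSO vehicle and 100% = wells lacking enzyme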
# Target sequence (P55072 whole entry, looked up): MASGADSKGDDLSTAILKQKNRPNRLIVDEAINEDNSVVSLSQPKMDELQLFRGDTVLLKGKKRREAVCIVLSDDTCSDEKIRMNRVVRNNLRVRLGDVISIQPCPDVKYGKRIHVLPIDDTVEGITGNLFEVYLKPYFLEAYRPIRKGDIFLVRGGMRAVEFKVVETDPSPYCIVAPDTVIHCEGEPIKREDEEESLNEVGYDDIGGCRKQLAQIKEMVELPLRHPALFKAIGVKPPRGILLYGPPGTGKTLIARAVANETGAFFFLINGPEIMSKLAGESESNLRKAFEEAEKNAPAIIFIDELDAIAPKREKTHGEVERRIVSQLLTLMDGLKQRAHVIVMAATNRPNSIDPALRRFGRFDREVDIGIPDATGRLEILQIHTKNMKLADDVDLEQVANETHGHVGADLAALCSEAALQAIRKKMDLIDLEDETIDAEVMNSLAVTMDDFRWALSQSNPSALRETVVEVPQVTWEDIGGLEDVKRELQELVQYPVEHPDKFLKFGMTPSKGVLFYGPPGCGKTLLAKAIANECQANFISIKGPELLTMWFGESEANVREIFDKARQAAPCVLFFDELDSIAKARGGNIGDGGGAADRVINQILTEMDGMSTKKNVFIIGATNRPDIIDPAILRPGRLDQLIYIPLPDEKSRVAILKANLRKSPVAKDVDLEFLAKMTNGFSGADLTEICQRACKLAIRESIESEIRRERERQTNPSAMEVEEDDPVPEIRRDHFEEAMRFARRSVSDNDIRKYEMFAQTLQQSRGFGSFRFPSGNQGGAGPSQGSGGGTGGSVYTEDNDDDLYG
# p47phox inh: p47phox/p22phox peptide binding inhibitors, primary screen, biochemical, uHTS, NADPH oxidase regulatory subunit; fluorescence polarization, 2 h; Neutrophil cytosol factor 1 (Homo sapiens), P14598; inhibition, % at 24.7 µM; 220,000 compounds, 0.53% hits; AID 1274, 2008;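 active = inhibition above about 30%, limit read from the data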;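 note: 0% = p47phox with labelled peptide and 100% = labelled peptide alone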
# RBBP9 inh: human RBBP9 inhibitors, primary screen, biochemical, fluorescence polarization, FP-Rh probe, HTS; Serine hydrolase RBBP9 (Homo sapiens), O75884; recombinant RBBP9; inhibition, % at 7.94 µM; 220,000 compounds, 0.2% hits;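 active = inhibition above the campaign mean of all tested compounds plus 3 SD, cut at about 14% in these data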;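 note: plate controls were DMSO wells with RBBP9 for no effect and wells lacking RBBP9 protein for full effect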
# Target sequence (O75884 whole entry, looked up): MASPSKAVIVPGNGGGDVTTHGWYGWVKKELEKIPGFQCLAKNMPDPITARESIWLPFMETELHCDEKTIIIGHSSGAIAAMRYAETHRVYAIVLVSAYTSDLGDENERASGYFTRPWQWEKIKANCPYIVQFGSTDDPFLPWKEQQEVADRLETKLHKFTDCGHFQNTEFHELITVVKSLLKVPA
#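 Test system: recombinant human RBBP9; Timing: 30 min then 45 min, 25 °C; Detection: fluorescence polarization; Control set: RBBP9 with DMSO as uninhibited control, no-protein wells as full inhibition; Compound dosing: one concentration, 7.94 µM nominal, 0.794% DMSO; Probe or stimulus: FP-Rh activity-based probe, 375 nM before mixing.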
# Ba/F3 V617F tox: reduced viability of JAK2V617F-dependent Ba/F3 cells, primary screen, JAK2V617F inhibitor project, cell-based, Ba/F3 EpoR-JAK2V617F, luminescence. ATP luminescence. inhibition, % at 5.6 µM. 220,000 compounds, 1.1% hits;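 active = inhibition above the campaign mean plus 3 SD over all tested compounds, cut at about 24% in these data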;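 note: cytokine-independent growth of Ba/F3 cells driven by EpoR plus mutant JAK2; 0% = DMSO-treated cells and 100% = JAK inhibitor I control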
# BaF3 parental: parental Ba/F3 cell viability inhibition, counter-screen for JAK2V617F inhibitor project, murine pro-B, CellTiter-Glo luminescence. CellTiter-Glo ATP luminescence. inhibition, % at 5.6 µM. 220,000 compounds, 1.1% hits;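 active = inhibition above a per-campaign cutoff, the mean inhibition of all tested compounds plus 3 SD, cut at about 27% in these data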;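 note: 0% = DMSO wells and 100% = JAK Inhibitor I control wells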
# Tb hexokinase: Trypanosoma brucei hexokinase 1 inhibitors, primary screen, biochemical, G6PDH-coupled NADH absorbance, MLSCN library; inhibition, % at 10 µM; recombinant TbHK1, G6PDH-coupled NADH A340; AID 1430, 2008; 220,000 compounds, 0.11% hits;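 active = inhibition of 50% or more in the single-dose primary screen; inactive = inhibition below 50%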
# PGE2 EP2 inh: human EP2 receptor antagonists, primary screen, TR-FRET cAMP, C6 glioma cells | C6 glioma cells expressing human EP2; cells stimulated with saturating PGE2 | inhibition, % at 25 µM | 260,000 compounds, 0.52% hits;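 active = percent inhibition above 40 after rounding to a whole number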;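 note: rat C6 glioma host cells with rolipram phosphodiesterase inhibitor present; the protocol text gives 20 µM as final concentration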
# PPC-1+TRAIL kill: compounds killing PPC-1 cancer cells with TRAIL present, primary screen, TRAIL potentiator project, ATPLite luminescence, uHTS. 220,000 compounds, 0.41% hits. cell killing (% activity), % at 4 µM. PPC-1 cells + TRAIL, ATPLite viability luminescence;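 active = cell killing above 50% in the first pass at 4 µM, then a duplicate retest at 5 µM averaging 50% or more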;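 note: plate controls were cells with TRAIL plus DMSO for no effect and medium-only wells lacking cells for full effect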
# Numbers without * were called inactive; . = not tested or not shown; & = joins results of further samples; [ ] = remark or other dose. These rows are one share of the data; the hit share may differ from the screen's.
# Results follow in this order: Furin inh	p97 ATPase inh	p47phox inh	RBBP9 inh	Ba/F3 V617F tox	BaF3 parental	Tb hexokinase	PGE2 EP2 inh	PPC-1+TRAIL kill
CCOC(=O)N1CCN(C(=O)/C(=C/c2ccc(Br)cc2)NC(=O)c2ccc(OC)cc2)CC1
  -23	0	-4	2	-1	0	-11	17	11
CCOC(=O)C1C(c2ccc(C)o2)NC(=O)NC1(O)C(F)(F)F (stereo unspecified)
  -20	-6	0	-6	5	9	4	.	9
CC1(C)COC(c2coc3ccccc3c2=O)OC1
  -16	2	-27	4	-3	-1	39	13	10
Cc1ccc(NCC(=O)N=Nc2c(O)[nH]c3ccc([N+](=O)[O-])cc23)cc1
  -2	11	-6	13	-3	5	-39	18	8
CC(C)Cc1c2c([nH]c(=S)c1C#N)CCCC2
  -9	1	14	-1	-2	2	-4	6	27
Cn1ncn2c(=O)c3c(nc12)-c1ccccc1CC31CCCC1
  -12	2	-15	-6	-3	-8	-11	11	-9
COc1ccc(CCNC(=O)CSc2nc(C)cc(C)n2)cc1OC
  -16	6	-1	-4	2	3	4	6	-3
FC(F)(F)c1nnc2sc(-c3cccs3)nn12
  -29[20 µM]	4	-2	-8	-1	2	-2	11	4
Clc1cc(-c2ccc(/C=N/n3cnnc3)o2)ccc1Br
  -25	1	-7	-9	4	-1	-7	5	-2
Oc1ccc(CN2CCCCC2)nc1-c1ccccc1
  -11	-3	-5	2	2	5	-7	7	18
CCc1ccc(NC(=S)N(Cc2cccnc2)Cc2ccco2)cc1
  -33	3	-8	-9	-1	6	-2	5	17
CCCCn1c(SCC(=O)c2ccc(OCC)cc2)nc2cc(S(N)(=O)=O)ccc21
  -17[20 µM]	3	-16	-1	-2	6	-12	8	3
Cc1ccccc1N1C(=O)CC(c2c[nH]c3ccccc23)C1=O (stereo unspecified)
  -35	-2	-1	-8	5	8	4	6	17
C=CCN(c1cccc(C(F)(F)F)c1)S(=O)(=O)c1cccc(C(=O)OCC(=O)NCCC)c1
  -3	-4	2	-1	3	4	-7	8	-2
CCCC(=O)Nc1ccc(C(=O)Nc2nc(CC(=O)OCC)cs2)cc1
  -13[20 µM]	-5	-8	-8	0	1	-9	1	0
CCOC(=O)c1c(NC(=O)c2noc(C)c2[N+](=O)[O-])sc(C(C)=O)c1C
  -21	0	2	-3	4	6	-8	6	5[5 µM]
CCC(Sc1ncnc2c1nnn2-c1ccc(F)cc1)C(=O)OC (stereo unspecified)
  -15	9	-5	-2	-4	-1	-1	12	-15
O=C(Nc1nn[nH]n1)c1cccc(Oc2ccccc2)c1
  -20	7	-1	-7	-4	0	1	2	1
Cn1c(CBr)c(C(=O)c2ccc([N+](=O)[O-])cc2)c(=O)n(C)c1=O
  -15	7	-32	2	1	-4	-17	11	-21
Cc1ccc(CNC(=O)C(Cc2ccccc2)NS(=O)(=O)c2ccc(Br)s2)cc1 (stereo unspecified)
  -12	-2	-62	-2	-3	1	6	4	-25

# 2 neighbouring compounds already listed, for reference:
# Results follow in this order: Furin inh	p97 ATPase inh	p47phox inh	RBBP9 inh	Ba/F3 V617F tox	BaF3 parental	Tb hexokinase	PGE2 EP2 inh	PPC-1+TRAIL kill
Cn1ncn2c(=O)c3c(nc12)-c1ccccc1CC31CCCC1
  -12	2	-15	-6	-3	-8	-11	11	-9
COc1ccc(CCNC(=O)CSc2nc(C)cc(C)n2)cc1OC
  -16	6	-1	-4	2	3	4	6	-3

# Remaining list, next part
# Results follow in this order: Furin inh	p97 ATPase inh	p47phox inh	RBBP9 inh	Ba/F3 V617F tox	BaF3 parental	Tb hexokinase	PGE2 EP2 inh	PPC-1+TRAIL kill
O=C(Cc1ccccc1)Nc1c(C(=O)N2CCOCC2)cnn1-c1ccccc1
  -9	-11	-7	-6	3	2	6	11	16
COc1ccc(N(CC(=O)Nc2ccccc2C(N)=O)S(=O)(=O)c2ccc(C)c([N+](=O)[O-])c2)cc1
  -12	8	-17	-2	-4	2	0	5	13
O=C(NCc1ccccn1)c1c(O)c2c([nH]c1=O)CCCC2
  -28	7	-12	-8	-2	4	-1	14	7
O=C(/C=C/Sc1ccccc1)c1ccccc1
  -4[20 µM]	3	4	-4	-3	-2	-17	15	19
CC1(C)Oc2ccc3ccc(=O)oc3c2/C(=C/NC2CCCCC2)C1=O
  -1[20 µM]	-10	-1	-11	2	1	-14	8	23
CC(C)CNC(=O)COC(=O)c1c2c(nc3ccccc13)/C(=C/c1cccs1)CC2
  -18	6	-34	-5	-4	3	-8	10	20
CCOc1ncccc1C(=O)Nc1nnc(C2CC2)s1
  -30	1	1	4	0	7	-3	2	14
Cc1ccc(NC(=O)C2CCN(C(=O)NC3CCCCC3)CC2)cc1Cl
  -7	-4	-4	-12	3	7	6	12	11
COc1ccc2c(C)cc(SCn3nnc4ccccc4c3=O)nc2c1
  -10	-4	-30	-2	2	5	-12	3	-2
C=CCc1cccc(/C=N/c2nc3ccccc3n2CC)c1O
  -23	-4	-4	-1	2	2	-9	2	0
CCNC(=O)COC(=O)c1cc(=O)[nH]c2ccccc12
  -8[20 µM]	3	-12	-6	1	7	-17	7	6
CC(=NCC1CCNCC1)C1=C(O)CC(C)(C)CC1=O
  -14	-2	-16	0	5	5	1	10	17
Cc1ccc(C)c(NC(=O)c2ccccc2NS(=O)(=O)c2cc([N+](=O)[O-])ccc2C)c1
  3	-3	0	-7	6	10	30	6	26
Cn1c(=O)oc2cc(S(=O)(=O)N3CCCC(C(=O)Nc4ccccn4)C3)ccc21 (stereo unspecified)
  -25	6	0	2	-2	10	4	12	7
COC(=O)C1=C(C)NC(=O)/C1=C\c1cc(C)n(-c2ccccc2C)c1C
  -10[20 µM]	2	-24	0	1	9	-23	10	14
CC1CCN(S(=O)(=O)c2ccc(NC(=O)Cc3cccs3)cc2)CC1
  -4[20 µM]	-4	-33	-10	2	6	5	6	-3
Cc1cccc(OCc2n[nH]c(=S)o2)c1
  -18	-1	-4	-2	5	13	5	0	10
COc1ccc(/C=N\NC(=O)COc2ccccc2)c(C(=O)O)c1OC
  -20	-6	-6	-12	4	3	-6	7	15
CCOC(=O)N1CCN(C(=O)CSc2ccccc2)CC1
  -10	-5	-1	-8	4	-3	4	15	7
CC(=O)Nc1ccc(OCC(O)Cn2c(CO)nc3ccccc32)cc1 (stereo unspecified)
  -16	0	-7	8	-2	-2	6	4	13
CC(C)(C)Nc1nc(OCC#N)nc(N2CCCCC2)n1
  -14	0	-5	-5	-2	-2	-2	5&0	6
C/C=C(\C)C(=O)NCCN1C2=NC[C@H](Cc3ccc(O)cc3)N2C[C@H]1Cc1ccc(O)cc1
  -12	1	-3	-11	8	3	4	10	2
NC(=O)c1c(NC(=O)Cn2nc(C(=O)O)c3ccccc3c2=O)sc2c1CCC2
  -24	-4	4	-2	3	0	-17	6	10
CCCCN(C)CCNC(=O)c1nn(-c2ccc(OC)cc2)c(=O)c2c1c1ccccc1n2C
  -17	-2	0	-11	4	7	-13	3	23
O=C(NCC(=O)N1CCCC1C(=O)O)OC1CCCCC1 (stereo unspecified)
  -21	0	-7	-5	1	3	32	11	28
O=C1c2ccccc2C(=O)C1c1ccccc1
  -18	0	4	-4	5	10	4	12&14	29
COC(=O)CNC(=O)CSc1nnc(C)c(=O)[nH]1
  -22	2	-9	-11	-1	4	-1	6	-5
C[C@@H]1CC[C@]2(O[C@@H](CCO)C[C@@H](O)[C@@H]2O)O1
  -33	.	-3	.	.	.	-5	18	13
Nc1c(C(=O)Nc2cccc(Cl)c2Cl)sc2nc(-c3cccnc3)ccc12
  -9	3	-16	-4	-1	6	-28	13	11
O=C(Cn1ncc2c1-c1ccccc1OC2)N(Cc1ccco1)C1CCCCC1
  -13	-6	-20	-8	0	6	-7	8	29
CN(C)CCOC(C1CCCCC1)C1CCCCC1
  -15[20 µM]	-4	-12	4	-1	5	20	4	16
CCc1cc(CNC(=O)CCc2nnc(CCCc3ccccc3)o2)on1
  -30	4	3	-5	-4	5	0	6	-9
Cc1nc2c(Br)c(C)nn2c2c1CCC2
  -28	2	8	-2	1	5	-4	5	3
COc1cc(OC)c(OC)cc1CNCCNC(=O)c1nonc1N
  -14	3	-2	0	2	2	5	7	-25
Cc1cnc(SCc2ccc(Cl)cc2Cl)[nH]c1=O
  -24	0	0	-1	-1	1	-12	0	-2
COc1cccc(C2N(c3cccc(Cl)c3)C(=O)C3CCCN32)c1OC (stereo unspecified)
  -5	-8	-2	-1	7	10	-9	3	0
Cn1cc([N+](=O)[O-])c(C(=O)N/N=C\c2c[nH]c3ccccc23)n1
  -25	2	-9	1	-1	-1	-28	13	22
N#Cc1ccc(/C=N/NC(=O)c2cc(-c3cccs3)nc3ccccc23)cc1
  -14	8	-77	-20	-3	3	-21	5	11
CC(C)(O)C#Cc1ccc(C(=O)N2CCCC2C(=O)O)s1 (stereo unspecified)
  -22[20 µM]	1	10	3	-3	0	3	9	-4
COc1ccc(-c2[nH]ncc2CN(C)Cc2cccnc2)c(F)c1
  -13	-2	4	-9	3	3	0	6	7
COc1ccc(C2=NN(C(=O)CSc3ncccn3)C(c3cccc(OC)c3OC)C2)cc1 (stereo unspecified)
  -24	2	-3	-3	-3	1	-5	10	3
c1csc(-c2noc(CN3CCN4CCCC4C3)n2)c1 (stereo unspecified)
  -20	4	0	0	2	2	4	4	12
Cc1ccc(NC(=O)CCn2cnc3ccccc3c2=O)c(C)c1
  -28	4	-3	-6	0	8	-2	9	-13
CCOC(=O)c1oc2nc(C(C)C)c3c(c2c1N)CCC3
  -46	-3	-11	-6	2	6	-19	13	7
Cc1ccccc1OCC(=O)N/N=C/c1cn(C)c2ccccc12
  -24	-3	-2	0	-3	1	-27	6	24
Cc1ccsc1/C=N/n1cnnc1
  -13	0	-6	-4	-2	-3	-27	7	3
COc1ccc(C(=O)Nc2ccc(-c3ccc(C)o3)cc2)cc1S(=O)(=O)N1CCOCC1
  -18	3	-7	-19	-2	2	-4	21	21
Cc1ccccc1Nc1cc(C(=O)NCc2ccco2)c2ccccc2n1
  -5	2	0	-6	0	1	29	8	34
COc1ccc(OC)c(NC(=O)c2cc3c(=O)n4ccccc4nc3n2C)c1
  -14	0	-11	0	4	9	-19	1	.
COc1ccc(CCNC(=O)C2CCCN(Cc3nc(-c4ccccc4C)oc3C)C2)cc1OC (stereo unspecified)
  -11	-10	-2	1	4	5	9	.	9
C=CCn1c(=N)n(CC(=O)OCC)c2ccccc21
  -24	6	-12	-3	-4	-1	2	.	-30
CCOc1ccc(C(=O)Nc2nccs2)cc1[N+](=O)[O-]
  -18	2	11	1	-2	5	18	9	16
O=C(O)CCC(=O)N1N=C(c2ccccc2)CC1c1ccc2nccnc2c1 (stereo unspecified)
  -13	4	1	0	-5	-1	-12	7	29
Cc1cc(NC(=O)CN2CCN(Cc3ccccc3)CC2)nc2c1c(=O)oc1ccccc12
  -29	10	-12	-2	-4	4	-26	6	12
